MDM2 E3 inh – blocks human Mdm2 ubiquitin ligase activity; AID 1230; signal enhancement, % at 5 µM; cell-based MDM2 ubiquitination luciferase reporter, 2 h; 0 = plate control, 100 = twice control, blank-subtracted; hit rate 0.11% among 210,000;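 active = signal enhancement of 30% or more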;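 also: luminescence tracks abundance of the self-degrading MDM2-luciferase fusion protein; higher signal means inhibition of MDM2 E3 ligase activity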
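Test system: stable mammalian line carrying autodegrading MDM2–luciferase fusion reporter; quantity: 2000 cells in each well; times: 4 h cell settling then 2 h compound exposure, 37 °C; detection: luminescence with SteadyLite reagent, 15 min at room temperature; evaluation: percent signal gain over controls, blank-subtracted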
L929 necroptosis – blocks zVAD induced death of L929 cells | hit rate 0.38% among 220,000 | L929 zVAD necroptosis rescue, ATP luminescence, 24 h; with zVAD 60 µM | viability rescue, % at 10 µM;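 active = activation, scaled between plate controls, above about 75%, limit read from the data; inactive = activation under that limit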;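 also: 0% = zVAD with DMSO and 100% = DMSO alone without zVAD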
p47phox inh – p47phox (human) inhibition | inhibition, % at 24.7 µM | p47phox/p22phox peptide binding, fluorescence polarization, 2 h | P14598 | hit rate 0.53% among 220,000 | AID 1274;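 active = inhibition above about 30%, limit read from the data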;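 also: 0% = p47phox with labelled peptide and 100% = labelled peptide alone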
Target sequence (P14598 whole entry, looked up): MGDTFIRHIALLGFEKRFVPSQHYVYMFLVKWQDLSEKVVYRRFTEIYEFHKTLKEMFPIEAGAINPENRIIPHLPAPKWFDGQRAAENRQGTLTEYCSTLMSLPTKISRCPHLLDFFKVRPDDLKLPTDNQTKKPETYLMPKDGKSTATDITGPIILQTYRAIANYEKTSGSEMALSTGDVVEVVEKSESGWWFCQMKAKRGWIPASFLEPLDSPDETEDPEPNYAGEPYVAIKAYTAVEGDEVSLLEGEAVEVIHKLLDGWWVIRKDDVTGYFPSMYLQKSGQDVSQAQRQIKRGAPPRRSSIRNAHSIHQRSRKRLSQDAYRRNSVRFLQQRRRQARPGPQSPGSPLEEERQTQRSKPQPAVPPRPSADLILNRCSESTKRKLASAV
Hck Nef HTS – human Hck-Nef kinase inhibition. P08631. Recombinant Hck-YEEI plus Nef, Z-Lyte FRET kinase assay. inhibition, % at 20 µM. hit rate 0.68% among 220,000. AID 463187;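 active = Hck-Nef kinase inhibition above about 50%, limit read from the data; inactive = inhibition below that limit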;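 also: 0% = DMSO with Hck plus Nef and 100% = Hck alone without Nef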
EBV gp42 inh – blocks Epstein-Barr virus glycoprotein 42 binding; Q1HVG2; Fluorescence polarization binding assay, mP read-out; inhibition, % (tested at 21.74 µM); hit rate 0.42% among 220,000; in the data active = inhibition above about 50%
Target sequence (Q1HVG2 whole entry, looked up): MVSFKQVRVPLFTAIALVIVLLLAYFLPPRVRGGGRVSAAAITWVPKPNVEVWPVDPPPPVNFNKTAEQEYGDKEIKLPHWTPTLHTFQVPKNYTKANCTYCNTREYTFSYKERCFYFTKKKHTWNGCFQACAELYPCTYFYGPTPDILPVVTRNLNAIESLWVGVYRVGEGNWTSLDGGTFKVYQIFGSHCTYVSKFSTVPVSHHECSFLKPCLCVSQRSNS
Runt-SMMHC FRET – inhibitors of human RUNX1 Runt domain binding to CBFb-SMMHC; inhibition, % at 20 µM; Cerulean-Runt/Venus-CBFb-SMMHC FRET ratio 530/480, 1 h; hit rate 0.74% among 220,000; Q01196+Q13951;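 active = mean inhibition across duplicate retests at 20 µM reaching about 50%, limit read from the data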;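 also: 0% = DMSO wells and 100% = wells with excess untagged CBFb-SMMHC; inhibitors lower the FRET ratio by blocking Runt binding to CBFb-SMMHC; some results filed as inactive read as strong as hits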
14-3-3 Bad inh – disrupts binding of bovine 14-3-3 zeta to phospho-Bad peptide | inhibition, % at 21.7 µM | TR-FRET 14-3-3zeta/Dy647-pBad peptide displacement, 1 h | AID 781 | hit rate 0.71% among 220,000;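 active = inhibition above about 70%, limit read from the data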;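 also: 0% = full 14-3-3 plus peptide FRET controls and 100% = background without 14-3-3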
Target sequence (P63103 whole entry, looked up): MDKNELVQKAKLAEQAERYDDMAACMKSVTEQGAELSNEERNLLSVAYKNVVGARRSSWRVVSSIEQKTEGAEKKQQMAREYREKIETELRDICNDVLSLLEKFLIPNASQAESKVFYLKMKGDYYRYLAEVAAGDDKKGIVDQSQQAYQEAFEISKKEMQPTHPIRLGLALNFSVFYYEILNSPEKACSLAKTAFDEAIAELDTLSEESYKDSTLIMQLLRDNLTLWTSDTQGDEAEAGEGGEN
TbHK1 inh – blocks Trypanosoma brucei hexokinase 1 activity; hit rate 0.11% among 220,000; inhibition, % at 10 µM; recombinant TbHK1, G6PDH-coupled NADH A340;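 active = inhibition of 50% or more in the single-dose primary screen; inactive = inhibition below 50%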
Runt-CBFb FRET – blocks binding of human RUNX1 Runt domain to CBFb; Q01196+Q13951; Cerulean-Runt/Venus-CBFb FRET ratio 530/480, 1 h; inhibition, % at 20 µM; hit rate 0.46% among 220,000;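 active = inhibition over about 50% at 20 µM in the single-dose screen, limit read from the data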;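 also: 0% = DMSO wells and 100% = excess unlabeled CBFb competitor control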
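Assay system: Cerulean-Runt domain fusion protein, energy donor; Signal: fluorescence energy transfer, 422 nm excitation, 530/480 nm emission; Timing: 1 h compound exposure, room temperature; Control set: unlabeled CBFb; Medium: Tris buffer pH 7.5 with salts and BSA; Compound: single test concentration of 20 µM, 1% DMSO final; Probe or stimulus: Venus-CBFb 100 nM.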
Starred values were filed as active, the others as inactive; nt = not tested or not shown; [ ] = another dose, or the depositor's remark.

Compound | MDM2 E3 inh | L929 necroptosis | p47phox inh | Hck Nef HTS | EBV gp42 inh | Runt-SMMHC FRET | 14-3-3 Bad inh | TbHK1 inh | Runt-CBFb FRET
COC(=O)C1=C(C)OC(N)=C(C#N)C1c1cc(C)sc1C (centres undefined) | -12 | 0.9 | -13 | 2 | -15 | -1 | -22 | -15 | 0
OCC[C@H]1C[C@H](O)[C@@H](O)[C@@]2(CCCCO2)O1 | nt | 3.3 | -2 | -8 | -12 | 2 | 4[fluorescence artefact?] | -4 | 2
Cc1ccc(NC(=O)c2oc3ccc(S(=O)(=O)N4CCC5(CC4)OCCO5)cc3c2C)cc1C | -14 | nt | -13 | 5 | 2 | 2 | 3[fluorescence artefact?] | -9 | -2
CCNc1nc(NCC)n2c(SCC(=O)NCC3CCCCC3)nnc2n1 | -6 | -0.3 | 3 | 0 | -4 | 2 | -4 | -6 | 0
CCOc1ccc(C(=O)NCc2cccnc2)cc1[N+](=O)[O-] | nt | -1.0 | -9 | -10 | 0 | -3 | 2 | 1 | 1
COc1cc2c(cc1OC)C(c1cccs1)N(C(=O)c1ccncc1)CC2 (centres undefined) | -1 | 0.4 | nt | 4 | -9 | -3 | -1 | -4 | 1
CCCCc1nc(Cl)c(C#N)c2c1CSC(C)(C)C2 | -7 | -0.3 | -9 | 4 | -17 | 1 | -4 | -4 | -3
CC(C)CNC(=O)C(=O)NCc1ccccn1 | -5 | 4.7 | -10 | 21 | -12 | 2 | -12 | -5 | 0
O=C1CC(c2ccccc2)Cc2nc(NC3CC3)ncc21 (centres undefined) | -3 | 0.9 | -13 | 16 | -10 | 0 | -10 | -9 | 2
COC(C[C@@H](O)C[C@H](O)[C@@H](C)OCc1ccccc1)OC | 21 | -0.4 | -15 | 31 | -13 | 3 | 3 | -10 | 0
CCCOC(=O)c1ccc(S(N)(=O)=O)o1 | 5 | 1.0 | -1 | 1 | 3 | -2 | -25 | 33 | -2
CC1CCN(C(=O)Cn2cc(C#N)c3ccccc32)CC1 | -8 | -0.1 | -20 | -10 | -8 | 4 | -11 | 2 | -1
COc1ccc(Cn2c(-c3ccc(OC)cc3)nc3ccccc32)cc1 | -7 | -0.2 | 0 | 9 | -12 | 3 | 3 | -3 | -1
O=C(CSc1nnc(COc2cccc3cccnc23)o1)c1ccc(F)cc1 | nt | -0.1 | 0 | 0 | 0 | -1 | 2 | -3 | -2
Cc1cc(=O)oc2cc(OCC3CC(c4ccc(Cl)cc4)=NO3)ccc12 (centres undefined) | 4 | 0.4 | -52 | -20 | -25 | -3 | -2[fluorescence artefact?] | -1 | -3
CCn1ncc(Cl)c1C(=O)NC(=S)Nc1c(C)cc(C)cc1[N+](=O)[O-] | 10 | nt | -3 | 5 | 2 | 1 | 6 | -8 | 1
c1cc2c(cc1Cn1cnnn1)OCO2 | 8 | 5.2 | -6 | -4 | -9 | -9 | 2 | -4 | -1
N#Cc1nc(-c2ccccc2)oc1NCC1CCCO1 (centres undefined) | nt | 1.0 | -17 | 3 | -16 | 0 | -1[fluorescence artefact?] | -24 | -2
COc1cccc(C2CC(c3ccc(Cl)cc3)Nc3nc(N)nn32)c1 (centres undefined) | -12 | 2.5 | -6 | 3 | -14 | 3 | -8 | -7 | 2
Fc1ccc(Cl)cc1/C=N/n1cnnc1SCc1ccccc1 | -1 | 0.8 | -19 | 5 | -9 | 0 | -3 | -4 | 1
O=C1CCC([N+](=O)[O-])C(c2ccc(Cl)cc2Cl)N1 (centres undefined) | -4 | 0.5 | -14 | 3 | -8 | 0 | -2 | -6 | 2
CCC(=O)Nc1ccc(-c2nc3ccccc3c(=O)o2)cc1 | -15 | 0.1 | 6 | -8 | 9 | 0 | 3 | 3 | -1
CC(C)(C)NC(=O)NC(=O)COC(=O)c1cccc(S(=O)(=O)N2CCCCC2)c1 | -20 | 0.5 | -1 | 3 | 1 | 4 | -1 | 0 | 0
Cc1cccc(C)c1NC(=O)NN=C1CCCCC1 | 1 | 1.1 | -8 | 12 | -20 | -2 | -7 | -5 | 2
C#CC1(O)CC(C)N(C)C(C)C1 (centres undefined) | 1 | 0.1 | 1 | 1 | -3 | 0 | -2[fluorescence artefact?] | 0 | 0
CCn1c(SCC(=O)Nc2ccc3c(c2)OCO3)nnc1-c1cnccn1 | -15 | -0.1 | -3 | 1 | -7 | 0 | -3 | -6 | -3
O/N=C/c1ccc(OCc2ccccc2F)c(Cl)c1 | -42 | 1.6 | -6 | 4 | 8 | 5 | -6[fluorescence artefact?] | 2 | -4
CCCCc1c(O)nc(N2CCN(Cc3ccccc3)CC2)[nH]c1=O | 1 | -0.2 | -12 | 3 | 0 | 3 | 3 | -1 | 0
CCN1C(=O)/C(=C\c2cn(CCC#N)nc2-c2ccc(F)cc2)SC1=S | -18 | -0.1 | -54 | 1 | -48 | -6 | -15 | -8 | -3
CC(C)S(=O)(=O)c1cnc(-c2ccccn2)nc1N | -22 | -0.2 | 0 | 6 | -9 | 2 | 9 | -8 | 0
CCSc1nnc(Cc2cc(=O)[nH]c(=O)[nH]2)n1-c1cc(C)ccc1C | -18 | -0.2 | -9 | 3 | -18 | -4 | 11 | -12 | -1
CCOC(=O)c1ccc(NC(=O)c2nc[nH]c2C(=O)N2CCN(C(=O)OC(C)(C)C)CC2)cc1 | -6 | 0.1 | 7 | 25 | 0 | -2 | -6 | -5 | -3

Part of the list above in order of count of non-hydrogen atoms, smallest number first.
Compound | MDM2 E3 inh | L929 necroptosis | p47phox inh | Hck Nef HTS | EBV gp42 inh | Runt-SMMHC FRET | 14-3-3 Bad inh | TbHK1 inh | Runt-CBFb FRET
C#CC1(O)CC(C)N(C)C(C)C1 (centres undefined) | 1 | 0.1 | 1 | 1 | -3 | 0 | -2[fluorescence artefact?] | 0 | 0
O=C1CCC([N+](=O)[O-])C(c2ccc(Cl)cc2Cl)N1 (centres undefined) | -4 | 0.5 | -14 | 3 | -8 | 0 | -2 | -6 | 2
O/N=C/c1ccc(OCc2ccccc2F)c(Cl)c1 | -42 | 1.6 | -6 | 4 | 8 | 5 | -6[fluorescence artefact?] | 2 | -4
CCC(=O)Nc1ccc(-c2nc3ccccc3c(=O)o2)cc1 | -15 | 0.1 | 6 | -8 | 9 | 0 | 3 | 3 | -1
Fc1ccc(Cl)cc1/C=N/n1cnnc1SCc1ccccc1 | -1 | 0.8 | -19 | 5 | -9 | 0 | -3 | -4 | 1
CCSc1nnc(Cc2cc(=O)[nH]c(=O)[nH]2)n1-c1cc(C)ccc1C | -18 | -0.2 | -9 | 3 | -18 | -4 | 11 | -12 | -1
CCN1C(=O)/C(=C\c2cn(CCC#N)nc2-c2ccc(F)cc2)SC1=S | -18 | -0.1 | -54 | 1 | -48 | -6 | -15 | -8 | -3
CCn1c(SCC(=O)Nc2ccc3c(c2)OCO3)nnc1-c1cnccn1 | -15 | -0.1 | -3 | 1 | -7 | 0 | -3 | -6 | -3
CC(C)(C)NC(=O)NC(=O)COC(=O)c1cccc(S(=O)(=O)N2CCCCC2)c1 | -20 | 0.5 | -1 | 3 | 1 | 4 | -1 | 0 | 0
CCOC(=O)c1ccc(NC(=O)c2nc[nH]c2C(=O)N2CCN(C(=O)OC(C)(C)C)CC2)cc1 | -6 | 0.1 | 7 | 25 | 0 | -2 | -6 | -5 | -3

More structures.
Compound | MDM2 E3 inh | L929 necroptosis | p47phox inh | Hck Nef HTS | EBV gp42 inh | Runt-SMMHC FRET | 14-3-3 Bad inh | TbHK1 inh | Runt-CBFb FRET
O=C(NCCCN1CCOCC1)c1c(O)c2ccccc2[nH]c1=O | -1 | 0.1 | 5 | 4 | -3 | 1 | 30[fluorescence artefact?] | 3 | -2
CS(=O)(=O)N1CCC(C(=O)Nc2ccccc2)CC1 | -19 | 0.9 | -11 | -1 | 3 | -4 | 4 | -2 | 4
COc1cc(/C=N/NC(=O)CCOc2ccccc2C)cc(Br)c1O | 3 | 2.5 | -4 | 29 | -2 | 16 | -19 | -27 | 2
CC(C)NC(=O)c1cccc(C(F)(F)F)c1 | 8 | -0.3 | -6 | 1 | -16 | -3 | 17 | -5 | -1
CCOc1ncccc1C(=O)OCC(=O)NCCc1ccc(OC)cc1 | -19 | 0.9 | 3 | -5 | -20 | 2 | -3 | 4 | -9
Cc1ccc(C(C)(C)C)c(OCCCCN2CCCC2)c1 | -17 | -0.2 | -6 | -5 | -4 | -7 | -7 | 17 | 1
COC(=O)c1cc(=O)n2c(-c3ccc(OC)cc3)csc2n1 | -4 | -1.0 | -13 | -22 | 4 | -5 | 5 | -5 | -2
Cc1ccc(C)c(OCC(=O)N/N=C\c2cccn2C)c1 | 12 | 5.8 | 4 | 28 | 1 | -2 | -15 | -19 | -2
COc1ccc(-c2cccc(C(=O)Nc3cccc(C(=O)O)c3)c2)cc1 | -17 | -0.4 | 1 | 2 | -19 | -3 | 2 | -6 | -1
Cc1cc(C)n(-c2nc(-c3ccccc3)cs2)n1 | -10 | 1.1 | -1 | 1 | -18 | -2 | 3 | 4 | -3
Cc1ccc(N(Cc2cc3ccccc3[nH]c2=O)C(=O)c2cccs2)cc1 | -4 | 0.0 | -6 | 3 | -6 | -26 | 4[fluorescence artefact?] | 2 | -2
CN(C)/C=C(\C#N)S(=O)(=O)c1ccc(Cl)cc1 | 12 | -0.6 | -4 | 20 | -16 | 0 | -1 | -10 | 1
Cc1ccc(S(=O)(=O)Nc2ccc(N3CCN(C)CC3)nc2)cc1 | -4 | 2.7 | -7 | 20 | 50 | -1 | -14 | -1 | 1
N#Cc1cc(Oc2cccnc2)c(Oc2cccnc2)cc1C#N | 2 | 1.4 | -8 | -2 | -1 | 1 | 4[fluorescence artefact?] | 6 | 2
C/C(=N\NC(=O)CCc1c(C)n[nH]c1C)c1ccc([N+](=O)[O-])cc1 | -8 | 0.8 | 1 | 5 | 0 | -9 | 5 | -28 | 2
COC(=O)c1ccc(NC(=O)C(C)N2C(=O)c3ccccc3C2=O)cc1 (centres undefined) | -6 | -0.2 | -11 | 0 | -28 | -1 | 1 | 3 | 0
COc1cccc(OCc2cc(/C=N/n3cncn3)ccc2OC)c1 | -3 | 0.5 | -35 | 8 | -17 | -6 | -2 | -26 | -3
COc1cc(NS(C)(=O)=O)cc(OC)c1OC | -6 | 2.2 | -6 | 10 | -7 | 2 | -2 | -7 | -2
COc1ccc(N(C)S(=O)(=O)c2cccc(C(=O)Nc3cc(OC)ccc3OC)c2)cc1 | -2 | 0.6 | -25 | -14 | -7 | -1 | -22 | -4 | 0
Cc1cc(C)c(C(=O)O)c(Cl)n1 | -4 | 1.1 | -1 | 18 | -16 | -1 | 1 | -5 | -3
CC(=O)Nc1ccc(NC(=O)Cn2cnc3c(cnn3C(C)(C)C)c2=O)cc1 | -8 | -0.7 | 3 | 10 | -16 | -6 | 1 | -1 | -1
Clc1ccc(-c2cc(C3CCNCC3)[nH]n2)c(Cl)c1 | -1 | 67 | -13 | 19 | -16 | -2 | -12 | 6 | -36
